All columns: NCI-60 one-dose screen, growth in % after 48 h at 10 µM unless noted; 100 = growth as untreated, 0 = no growth, -100 = all killed.
LOX IMVI: LOX IMVI melanoma. 79,000 compounds, 7.4% hits. AID 1794757
HOP-62: HOP-62 NSCLC. 80,000 compounds, 3.9% hits. AID 1794735
M14: M14 melanoma; 80,000 compounds, 6.2% hits; AID 1794745
CCRF-CEM: CCRF-CEM leukemia; 77,000 compounds, 7% hits; AID 1794778
A549/ATCC: A549/ATCC NSCLC; 81,000 compounds, 3.7% hits; AID 1794740
SK-MEL-5: SK-MEL-5 melanoma; 80,000 compounds, 6.4% hits
EKVX: EKVX NSCLC; 71,000 compounds, 3% hits
HOP-92: HOP-92 NSCLC cells. 71,000 compounds, 6.3% hits. AID 1794738
* hit, by the source's call; . = not tested or not shown; & = joins results of further samples; [ ] = dose if it differs, or a comment. How the source made its calls: active means growth percent below 10; inactive means the rest.

mol,LOX IMVI,HOP-62,M14,CCRF-CEM,A549/ATCC,SK-MEL-5,EKVX,HOP-92
CC[N+](C)(C)CCOc1ccc(OCC[N+](C)(C)CC)cc1,96,97,96,109,102,80,92,97
COC1CC(OS(=O)(=O)c2ccc(C)cc2)C(O)C(C)O1 (stereo not drawn),96,102,100,121,84,96,81,104
CC1CN(CCCOC(=O)Nc2ccc(Cl)cc2)CCN1C(C)(C)C (stereo not drawn),92,112,100,90,103,98,97,133
Cc1ncc(C[n+]2csc(CCBr)c2C)c(N)n1,91,99,103,125,93,96,92,112
C=CCn1c(SCC(=O)Nc2ccc(C(=O)/C=C/c3ccc(Br)cc3)cc2)nnc1-c1c[nH]c2ccccc12,49,93,.,83,74,72,82,86
O=C(Oc1ccccc1-c1ccccc1)c1ccc(Cl)cc1,101,100,102,.,96,100,95,121
CNS(=O)(=O)c1ccc(Cl)cc1,95,88,91,99,91,106,94,89
OC(c1ccccc1)c1cccc2ccccc12 (stereo not drawn),102,91,100,105,72,.,110,92
CCCCC(C)Sc1nc2c([nH]1)c(=S)n(C)c(=O)n2C (stereo not drawn),91,112,109,79,102,86,92,94
CC1(C)C2=C(C(=O)N1Cc1ccccc1)C(c1ccco1)N(C(=O)C1CCC1)CCN2 (stereo not drawn),97,103,103,105,76,105,97,115
COC(=O)CC(NS(=O)(=O)/N=C1\NC(=O)NC1=C(Cl)Cl)C(=O)OC (stereo not drawn),.,94,116,100,109,101,102,107
COc1ccc(/C=C2\SC(=Nc3ccccc3)NC2=O)cc1,-83*,-95*,-80*,-54*,-75*,-97*,.,-64*
C1=CCN(c2nc(N3CCOCC3)nc(N3CCCc4ccccc43)n2)CC1,96,107,111,98,99,98,.,117
O=C(Cn1cc(CN2C(=O)c3ccc([N+](=O)[O-])cc3C2=O)nn1)Nc1ccc(Cl)cc1,116,113,97,85,102,105,105,96
O=C(/C(=C\c1ccc([N+](=O)[O-])cc1)S(=O)Cc1ccc(Cl)cc1)c1ccc(Cl)cc1 (stereo not drawn),40,96,63,22,94,91,99,84
Cc1cc(-c2ccccc2)n2nc(NC#N)nc2c1C#N,104,83,99,121,99,103,93,.
Fc1ccc(CSc2ncnc3c2ncn3C2CCCCO2)cc1 (stereo not drawn),106,110,103,85,96,87,99,86
O=C(Cn1cc(CN2C(=O)c3ccc([N+](=O)[O-])cc3C2=O)nn1)Nc1ccc(Cl)cc1[N+](=O)[O-],106,104,102,102,108,101,111,87
CC(=O)O[C@H]1C/C=C\CC(=O)[C@@]2(C)O[C@@H]2CC[C@H](C)C1,99,92,100,107,100,97,100,92
NC(=O)[C@@H]1Cc2ccccc2CN1C(=O)c1ccc2c(c1)-c1ccccc1C2,89[50 µM],95[50 µM],89[50 µM],90[50 µM],77[50 µM],69[50 µM],81[50 µM],94[50 µM]
O=C(c1ccc([N+](=O)[O-])cc1)c1ccccn1,113,112,104,93,101,108,112,111
Cc1cc[n+](CCC2CCCCC2)cc1,95,108,101,.,95,55,72,68
O=c1[nH]c(-c2cccc3ccccc23)nc2sc3c(c12)CCCCCC3,92,93,103,75,81,95,.,63
CCC(C)NCCO (stereo not drawn),98,97,101,100,102,106,104,105
Cc1cc(C)c2[nH]c(O)c(N=NC(=O)Cc3c[nH]c4ccccc34)c2c1,61,65,74,88,82,.,79,77
COc1cc(OC)c(/C=C/c2cc[n+](C)c3ccccc23)c(OC)c1,-74*,17,36,7.1*,8.2*,-47*,.,-11*
Cc1cc2c(cc1C)NC1(S(=O)(=O)O)C(=Nc3ccccc31)N2 (stereo not drawn),96,101,104,109,105,104,100,124
COc1cc(-c2c3cnn(C(C)C)c3nc3[nH]c(=O)n(C)c23)cc2c1OCO2,.,110,114,93,94,99,.,67
CCOc1cc(C(=O)O)cc(Cl)n1,109,104,.,112,102,110,109,115
NC(=O)C(F)(F)C(F)(F)C(N)=O,.,102,110,104,104,101,115,122
[N-]=[N+]=NCC1OC(n2cnc3c(NC(=O)Nc4ccccc4)ncnc32)C2OC(=O)CC12 (stereo not drawn),93,98,108,92,95,106,104,87
C=C1C(=O)O[C@H]2[C@H]1CC/C(COC(=O)NCCc1ccc(Br)cc1)=C\CC[C@@]1(C)O[C@@H]21,-68*,55,20,4.0*,78,64,57,34
Cc1ccccc1Nc1cc(O)c2c(=O)cc(-c3ccccc3)oc2c1,31,49,25,30,35,23,36,87
CC(C)c1nc2ccccc2n1CC(=O)N/N=C/c1cccc(OCc2ccccc2)c1,92,90,84,59,84,50,79,.
CCOC(=O)C1[C@@H]2C(=O)N(c3ccccc3)C(=O)[C@@H]2[C@H](c2nc[nH]c2C)N1Cc1ccccc1 (stereo partly drawn),.,110,100,102,96,98,.,90
c1ccc(CCc2ccccc2-c2cc(-c3ccccc3)on2)cc1,92,96,88,83,98,79,86,103
CC1=C(C(=O)N(Cc2ccccc2)Cc2ccccc2)C(c2ccc(Cl)cc2)NC(=O)N1 (stereo not drawn),96,91,88,77,78,90,90,92
CS(=O)(=O)c1ccc(-c2nc3ccccn3c2C=Nc2ccc(F)cc2)cc1,76,98,97,96,93,94,99,88
N#CCC(=O)Nc1nc2ccccc2nc1NC(=O)CC#N,94,98,99,117,104,95,105,125
C#CC(C)(C)N1CCCCC1,97,107,108,114,108,107,98,.
CCCCNC(=O)Nc1ccccc1CC,94,90,94,110,98,104,95,85
CN(C)c1ncccc1O,96,89,96,100,103,103,.,100
CC[C@]12C=CCN3CC[C@@]4(c5cc(NC(=O)CN[C@@H](Cc6c[nH]c7ccccc67)C(=O)OC)c(OC)cc5N(C)[C@H]4[C@@](O)(C(=O)OC)[C@@H]1OC(C)=O)[C@@H]32,91,95,101,97,101,104,104,67
N#CCCOCC(COc1ccccc1)OCCC#N (stereo not drawn),102,65,106,104,60,101,101,95
COc1ccc(-c2nc3ccccn3c2-c2nc3ccc(Cl)cc3[nH]2)cc1,.,114,103,.,92,83,.,85
CC(=O)Nc1cc(Cl)ccc1C,103,112,107,96,104,110,106,114
COc1ccc(CC(=O)c2ccc(OC)cc2)cc1,97&103,103&98,103&105,98&79,86&122,98&99,94&98,96&86
Cc1c(-c2ccccc2)c(-c2ccccc2)c(C)n1-c1ccc(F)cc1,63,100,67,57,65,65,.,63
COC(=O)Cc1cc(O)cc2oc(-c3ccc(OC)cc3)cc(=O)c12,91,95,112,88,100,86,92,69
O=C(Nc1ccc(-n2cc(-c3ccncc3)c(-c3ccc(O)c(Cl)c3)n2)cc1)c1ccc(Cl)c(C(F)(F)F)c1,-48*,34,-16*,16,28,-47*,32,-3.5*
CCCCCCCCCCCCCCCCCC1=NC(C)(C)CN1C(C)(C)CO,-100*,-100*,-100*,-53*,-94*,-53*,27,-6.7*
CCc1c(C)c2ccc(O)c(C(=O)/C=C/c3cc(OC)c(OC)c(OC)c3)c2oc1=O,91,103,102,93,93,89,99,88
O=C(c1ccccc1)c1c(-c2ccccc2)oc2ccccc2c1=O,95,89,106,80,92,99,99,84
CC(=O)NCC(=O)Nc1ccc(-c2nnc3ccccn23)nc1.CC(=O)NCC(=O)Nc1ccc(-c2nnc3ccccn23)nc1.[Pt+2],106,101,.,93,85,108,110,119
CCOC(=O)c1ccc(NC(=S)NC(=O)c2ccc(Cl)cc2)cc1,106,115,100,107,118,89,95,112
O=S(=O)(Oc1ccc(-c2cn3ccoc3n2)cc1)c1ccc(Cl)c(Cl)c1,90,100,102,102,95,99,100,96
O=S(=O)(NCCNc1nccc(-c2c(-c3ccc(F)cc3)nc3sccn23)n1)c1ccc(I)cc1,56,80,85,75,56,68,.,91
COc1ccc(/C=C2\CN(C)CC3C2=NN(c2ccc(F)cc2)C3c2ccc(OC)cc2)cc1 (stereo not drawn),81,92,90,73,86,84,96,59
COc1cc(C2CC(=O)Nc3c(-c4ccc(F)cc4)nsc32)cc2c1OCO2 (stereo not drawn),.,106,102,86,88,93,.,78
CC(/C=N/N=C1\C(=O)Nc2ccccc21)=C\c1ccccc1,88,101,94,94,93,100,.,84

Additional records:
mol,LOX IMVI,HOP-62,M14,CCRF-CEM,A549/ATCC,SK-MEL-5,EKVX,HOP-92
COc1ccc(/C=C2\N=C(c3ccccc3)N(C(=O)c3ccc(Cl)cc3)NC2=O)cc1,95,94,84,.,85,86,93,73
COc1cc(C2NC(c3ccc(Cl)cc3)C(C)C(=NC(=O)c3cnccn3)C2C)cc(OC)c1OC (stereo not drawn),.,117,97,92,99,82,99,.
O=C1c2c(c(=O)[nH]c3ccccc23)CC2CCCCN12 (stereo not drawn),.,109,107,115,110,98,81,.
NNC(=O)c1cc(=O)[nH]c(=O)[nH]1,102,107,120,101,114,110,117,99
Cn1cc(-c2[nH]c3cc(NC(=O)[C@H](N)C4CCCCC4)cc4c3c2C=NNC4=O)cn1,-73*,-11*,-18*,-29*,14,-37*,33,-25*
COc1c(N2CC3CCCNC3C2)c(F)cc2c(=O)c(C(=O)N/N=C(/C)c3ccccc3)cn(C3CC3)c12 (stereo not drawn),81,101,.,76,98,87,89,84
COc1cc(/C=C\C(=O)[C@@H]2CC[C@]3(O)CC[C@]4(C)[C@H](CC[C@@H]5[C@@]6(C)CC[C@H](O)C(C)(C)[C@@H]6CC[C@]54C)[C@@H]23)cc(OC)c1,73,76,91,.,67,70,65,76
Cc1nn(-c2ccc(Cl)cc2Cl)c(=O)n1C#N,104,90,91,93,106,109,112,106
CS(=O)(=O)Nc1ccc(Nc2c3ccccc3nc3cc([N+](=O)[O-])ccc23)cc1,-27*,19,4.5*,2.4*,16,14,.,.
C#CCOc1ccc(C2=NN(CCC)C3N=C(Cl)c4ncn(CCC)c4N23)cc1OCC#C (stereo not drawn),65,86,69,79,81,80,89,65
c1ccn2c(NCCN3CCOCC3)c(-c3ccc4c(c3)OCO4)nc2c1,103,73,96,103,90,108,101,103
CN(C)CC(=O)Nc1ccc2ncnc(Nc3ccc(Oc4cccc(C(F)(F)F)c4)c(Cl)c3)c2c1,-93*,77,60,48,48,66,29,38
Nc1ccc(-c2nc3ccc(Cc4ccc5nc(-c6ccc(N)cc6)[nH]c5c4)cc3[nH]2)cc1,76,103,59,54,64,48,.,44
O=c1cccc[nH]1,100&104,107&109,107&112,97&81,100&99,111,111&106,121&84
COc1cc(NC(=O)Nc2cnc(Nc3ccc(N4CCOCC4)cc3)nc2Oc2cccc(OC)c2)cc(OC)c1,33,32,45,.,23,-20*,66,4.7*
O=C(Nc1cccc(Cn2c(=O)[nH]c3ccc(Oc4ncccn4)cc3c2=O)c1)c1cc(Cl)cc(Cl)c1,86,72,73,78,56,57,72,44
CCCCCC(O)c1ccccc1 (stereo not drawn),105,104,111,94,106,106,131,.
O=C(CSc1nnc(NC(=O)c2ccc(Cl)cc2)s1)Nc1ccc2oc(=O)ccc2c1,93,88,97,101,105,108,85,109
COc1ccc(-c2cc(-c3ccc(OC)c(S(N)(=O)=O)c3)[nH]c(=O)c2C#N)cc1,.,105,99,91,96,100,105,100
Cc1nc(S(=O)(=O)c2ccccc2)c(S(=O)(=O)Cc2ccc([N+](=O)[O-])cc2)o1,90,88,86,83,98,96,104,83
COc1c(Cl)c2c(c(OC)c1OC)-c1ccc(SC)c(=O)cc1[C@@H](NC(=O)OCC(F)(F)F)CC2,15,34,0.4*,4.8*,22,-7.6*,40,23
N#C/C(=C/c1ccnc2ccccc12)c1ccccc1,101,105,107,88,89,98,90,84
Cc1cc(C)c(N(C)N=O)c(C)c1N(C)N=O,101,101,94,112,96,104,101,99
COc1cc(/C=C/c2cc(/C=C/c3cc(OC)c(OC)c(OC)c3)n(-c3ccc(OC(F)(F)F)cc3)n2)cc(OC)c1OC,93,104,99,97,83,89,107,80
COc1ccc(-n2cnc3ccccc3c2=O)cc1,67,87,97,65,91,100,99,78
COC(=O)Nc1nc2ccc(C(=O)c3cccs3)cc2[nH]1,28,.,3.5*,6.9*,20,-21*,38,64
COc1ccc(-n2cc(-c3ccccc3)c3c(SCC(=O)N/N=C/c4ccc(N(C)C)cc4)ncnc32)cc1,96,91,94,92,99,92,86,67
CN1CCN(C2=Nc3ccccc3Cc3ccccc32)CC1,96,98,100,79,106,91,97,89

Reprinted at random: 6 compounds from above
mol,LOX IMVI,HOP-62,M14,CCRF-CEM,A549/ATCC,SK-MEL-5,EKVX,HOP-92
COC(=O)Nc1nc2ccc(C(=O)c3cccs3)cc2[nH]1,28,.,3.5*,6.9*,20,-21*,38,64
COc1cc(/C=C/c2cc(/C=C/c3cc(OC)c(OC)c(OC)c3)n(-c3ccc(OC(F)(F)F)cc3)n2)cc(OC)c1OC,93,104,99,97,83,89,107,80
COc1ccc(-n2cnc3ccccc3c2=O)cc1,67,87,97,65,91,100,99,78
Cc1cc(C)c(N(C)N=O)c(C)c1N(C)N=O,101,101,94,112,96,104,101,99
COc1ccc(-n2cc(-c3ccccc3)c3c(SCC(=O)N/N=C/c4ccc(N(C)C)cc4)ncnc32)cc1,96,91,94,92,99,92,86,67
N#C/C(=C/c1ccnc2ccccc12)c1ccccc1,101,105,107,88,89,98,90,84

Bioassay records from PubChem BioAssay.
